A549 viability: Nrf2 qHTS screen for inhibitors: counterscreen for cytotoxicity | A549 ARE-Fluc cells, CellTiter-Fluor viability, 18-24 h | 390,000 tested, 0.16% active | Potency, µM (series often up to 46 µM), for inactives: at the top dose activity change, negative = cytotoxicity, most hits filed as inhibitors; note: % is set by controls: 0 for no effect and ±100 for the full control effect
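A549 ARE_Fluc cells in 5% FBS OPTI-MEM were exposed to compounds in concentration-response for 18-24 h at 37 deg C. Viability was read by CellTiter-Fluor fluorescence (Ex 405/Em 525) after 30 min, before the luciferase read.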
S2 tox: Viability Counterscreen for Primary qHTS for Inhibitors of ATXN expression. 400,000 tested, 0.49% active. Potency, µM (top dose mostly 56.7 µM), actives largely listed as cytotoxic. AID 651635, 2014. S2 cells (HEK-293 line with an ATXN2-luciferase reporter) viability, CellTiter-Fluor protease fluorescence, 24 h; note: nearly all actives have a fitted effect of over 40% in size
EPAC2 antagonist: qHTS for Antagonist of cAMP-regulated guanine nucleotide exchange factor 2 (EPAC2): primary screen; Rap guanine nucleotide exchange factor 4 (Homo sapiens), Q8WZA2; EPAC2 GEF exchange of Rap1B-BODIPY-GDP, fluorescence; Potency, µM (top dose mostly 114 µM), for the others: at the top dose activity, negative = inhibition, usual class: inhibitors; 360,000 tested, 0.18% active; AID 720708, 2013; note: % is set by controls: 0 for no effect and ±100 for the full control effect; nearly all actives have a fitted effect of over 45% in size; many of its hits are not listed in these tables
Target sequence (Q8WZA2 whole entry, looked up): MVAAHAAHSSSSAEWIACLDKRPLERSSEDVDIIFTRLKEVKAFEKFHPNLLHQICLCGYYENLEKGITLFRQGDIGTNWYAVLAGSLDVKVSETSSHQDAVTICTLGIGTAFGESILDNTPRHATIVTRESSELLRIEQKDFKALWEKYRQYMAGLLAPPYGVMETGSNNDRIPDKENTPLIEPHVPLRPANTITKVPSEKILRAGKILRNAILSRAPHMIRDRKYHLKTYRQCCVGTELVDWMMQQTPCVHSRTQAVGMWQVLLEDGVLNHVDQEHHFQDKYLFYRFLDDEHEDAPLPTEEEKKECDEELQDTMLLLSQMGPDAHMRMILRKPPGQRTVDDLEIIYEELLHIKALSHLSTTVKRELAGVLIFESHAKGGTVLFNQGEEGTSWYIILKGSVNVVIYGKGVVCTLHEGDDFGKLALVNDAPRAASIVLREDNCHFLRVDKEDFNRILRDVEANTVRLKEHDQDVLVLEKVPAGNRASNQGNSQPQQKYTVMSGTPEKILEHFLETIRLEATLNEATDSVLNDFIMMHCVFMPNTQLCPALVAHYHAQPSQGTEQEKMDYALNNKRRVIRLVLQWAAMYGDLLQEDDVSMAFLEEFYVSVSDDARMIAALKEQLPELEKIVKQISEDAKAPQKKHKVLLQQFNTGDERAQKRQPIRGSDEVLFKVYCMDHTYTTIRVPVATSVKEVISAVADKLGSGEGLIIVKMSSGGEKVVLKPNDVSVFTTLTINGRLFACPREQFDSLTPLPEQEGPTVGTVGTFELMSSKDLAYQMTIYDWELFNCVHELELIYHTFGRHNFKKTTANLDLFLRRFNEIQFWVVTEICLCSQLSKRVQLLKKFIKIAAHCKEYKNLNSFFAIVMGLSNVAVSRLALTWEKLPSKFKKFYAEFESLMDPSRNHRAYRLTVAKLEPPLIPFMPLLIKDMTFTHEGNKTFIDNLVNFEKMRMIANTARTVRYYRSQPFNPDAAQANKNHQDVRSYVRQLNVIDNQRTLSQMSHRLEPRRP
HepG2 tox: qHTS for Inhibitors of TGF-b: Cytotox Counterscreen; HepG2 CAGA-GFP viability, ATP luminescence, 18 h; Potency, µM (doses to about 46.1 µM), for the others: at the highest dose activity change, negative = cytotoxicity, most hits filed as cytotoxic; 410,000 tested, 0.76% active; AID 588856, 2011; note: some results filed as inactive show a strong effect at the top dose
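HepG2 CAGA-GFP cells (1000/well, DMEM with 1% FBS) received compound, then TGF-beta at 500 pg/mL final, and were incubated 18 hours at 37 degrees C. Viability was read by CellTiter-Glo luminescence. Media-only wells were set as complete cell-killing and DMSO as no toxicity.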
TGFb SMAD3 inh: qHTS for Inhibitors of TGF-b | HepG2 CAGA-GFP TGF-b/SMAD3 reporter, GFP fluorescence, 18 h; TGF-beta stimulated, 500 pg/mL final | 410,000 tested, 1.2% active | Potency, µM (highest dose often 46.1 µM), for inactives: at the highest dose activity, negative = inhibition, actives largely listed as inhibitors | AID 588855, 2011; note: % is set by controls: 0 for no effect and ±100 for the full control effect; nearly all actives have a fitted effect of over 65% in size
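HEPG2 CAGA-GFP, 1000 cells/well; 2 h settle, 37 C; cpd via pin tool; TGF-b 500 pg/mL final; 18 h, 37 C; GFP imaging ex488/em500-530; %Activity normalised to -TGF-b and +DMSO controls; CRC fit, curve class.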
MCF10A rereplic: A quantitative high throughput screen for small molecules that induce DNA re-replication in MCF 10a normal breast cells. MCF 10A DNA re-replication, Hoechst nuclear intensity, 48 h. 350,000 tested, 2.9% active. Potency, µM (doses to about 46.1 µM), for the others: at the top dose activity, positive = re-replication, actives largely listed as activators; note: % of control where 0% means no effect; nearly all actives have a fitted effect of over 50% in size
Nrf2 activator: qHTS of Nrf2 Activators; AID 624171, 2012; 410,000 tested, 0.31% active; AREc32 ARE-luciferase reporter (MCF7-derived line), luminescence, 24 h; Potency, µM (doses to about 46.1 µM), without a hit: at the top dose activation, most hits filed as activators; note: % of control where 0% means no effect; nearly all actives have a fitted effect of over 65% in size
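Cells of the AREc32 ARE-luciferase line are plated in OPTI-MEM containing 5% FBS and left overnight at 37 deg C. Compounds are pinned in, incubation continues 24 hr, and firefly luciferase signal is then measured.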
ATXN2 expr inh: Primary qHTS for Inhibitors of ATXN expression; 360,000 tested, 0.72% active; HEK-293 ATXN2-luciferase reporter, luminescence, 24 h; Potency, µM (highest dose often 57 µM), for inactives: at the top dose activity change, negative = inhibition, most hits filed as inhibitors; note: % is set by controls: 0 for no effect and ±100 for the full control effect; nearly all actives have a fitted effect of over 55% in size
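ATXN2-luciferase reporter cells (luciferase flanked by upstream and downstream ATXN2 gene portions) were treated 24 h at 37 °C with compounds at up to 57 uM. SteadyGlo luminescence gave expression; GF-AFC fluorescence gave viability.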
Nrf2 inh: Nrf2 qHTS screen for inhibitors; A549 ARE-Fluc reporter, luciferase luminescence, 18-24 h; Potency, µM (top dose mostly 46 µM), inactives show top-dose activity change, negative = inhibition, usual class: inhibitors; 360,000 tested, 2.1% active; note: % is set by controls: 0 for no effect and ±100 for the full control effect; nearly all actives have a fitted effect of over 60% in size
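Nrf2 activity is the BugLite luminescence, read 15 min after reagent at room temperature, following CellTiter-Fluor cytotoxicity readout (30 min, 37C). Compound titrations were applied for 18-24 h to 5000 A549 ARE_Fluc cells/well in 5% FBS OPTI-MEM.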
An asterisk follows results filed as active; i = inactive; ? = inconclusive; . = no result given; & = joins results of further samples; [ ] = another dose, or the depositor's remark. Calls come from the whole dose curve; as a rule, active = well fitted curve in the direction sought with a large enough effect; inconclusive = small, poorly fitted or top-dose-only effect, or another doubt; inactive = no such curve, though single readings can be large; an effect the other way counts as inactive or inconclusive. Potency is the fitted concentration of half-maximal effect. The list is partial; the hit share may differ from the screen's.

Every second line gives: A549 viability	S2 tox	EPAC2 antagonist	HepG2 tox	TGFb SMAD3 inh	MCF10A rereplic	Nrf2 activator	ATXN2 expr inh	Nrf2 inh
Cc1ncc(CN=Cc2ccc(Cl)cc2)c(N)n1
    -1%	?	-7%	11%	-2%	0%	-0.5%	.	4%
Nc1ccccc1SCC1CSc2nc3ccccc3c(=O)n21 (configuration not stated)
    -1%	i	-6%	6%	-2%	-7%	-0.5%	-2%	-11%
COc1ccc(N=Cc2ccc(CNS(=O)(=O)c3ccc(Cl)cc3)o2)cc1
    2%	i	-7%	-16%	-2%	11%	-0.3%	-4%	7%
Cc1cccc(C)c1NC(=O)C(c1ccccc1OC(F)(F)F)N1CCN(C/C=C/c2ccccc2)CC1 (configuration not stated)
    .	?	4%	-25%	?	.	4.7%	0%	.
COC(=O)c1ccccc1N=Nc1c(C)n[nH]c1C
    -4%	i	-8%	0%	-15%	4%	-0.2%	.	?
O=C(Nc1ccccc1C(=O)NCCCN1CCOCC1)c1cccc([N+](=O)[O-])c1
    0%	i	14%	4%	15%	1%	0.4%	1%	-1%
COc1ccccc1CNC(=O)CCc1c(C)nc2cc(-c3ccccc3OC)nn2c1C
    1%&3%	i	-4%	-5%&-19%	0%&-10%	2%	0.4%&0.5%	-19%&-21%	?
CCOC(=O)c1c(C)[nH]c(C(=O)NNC(=O)c2ccc(C(C)(C)C)cc2)c1C
    ?	i	26%	-2%	?	2%	0.2%	20%	-14%
CCN(C(=O)CSc1ccc2ccccc2c1)C1CCS(=O)(=O)C1 (configuration not stated)
    6%	i	3%	6%	5%	-7%	0.1%	2%	?
COCCN(CCOC)Cc1cc(=O)oc2ccc3ccccc3c12
    .	i	?	-1%	-5%	.	0.7%	-3%	.
O=C(NC1CCN(S(=O)(=O)c2ccc(F)cc2)CC1)c1ccco1
    -2%	i	5%	-4%	-8%	-9%	-0.2%	-2%	2%
Cc1cccc(OCC(=O)Nc2cc(NC(=O)COc3cccc(C)c3C)cc(C(=O)O)c2)c1C
    -4%	i	43%[activator]	-30%	-24%	-6%	-0.1%	.	-10%
CC(=O)c1cc2c(cc1C)CCCC2(C)C
    1%	i	-9%	-12%	-12%	-2%	0.5%	-9%	18%
Cc1cccc(NC(=O)NNC(=O)c2cc3occc3[nH]2)c1C
    -7%	i	-12%	-40%	-18%	1%	-0.4%	.	-7%
Cc1ccc(S(=O)(=O)CCC(=O)OCc2nnc(-c3ccc([N+](=O)[O-])cc3)o2)cc1
    0%	i	-1%	-1%	0%	0%	0.4%	-2%	24%
Cc1cc(Cl)ccc1NC(=S)N1CCN(C(=O)C2CCCO2)CC1 (configuration not stated)
    -1%	i	12%	12%	-45%	-1%	-0.1%	3%	5%
Cc1cc(=O)[nH]c2ccc(S(=O)(=O)NC3CCCCC3)cc12
    6%	i	3%	3%	0%	-21%	16%	57%[activator]	22%
C=CCNc1nc(N2CCOCC2)c(C#N)c2c1CN(C)CC2
    ?	i	0%	8%	-31%	2%	3.4%	8%	?
CCOc1ccc(C2c3[nH]c4ccccc4c3CCN2C(=O)CSCc2ccc(F)cc2)cc1 (configuration not stated)
    -15%	.	.	-8%	-24%	.	3.0%	.	.
O=C(CN1CCCCCC1)Nc1ccc(F)c(F)c1
    1%	i	3%	-1%	-6%	11%	-0.4%	-7%	0%
CC(/C=C/c1ccccc1)=N\NC(=O)c1cc(C)[nH]n1
    -6%	i	-16%	6%	-3%	-14%	0.8%	8%	1%
C[C@H]1CN=C(Nc2ccccc2)N1CCc1ccccc1
    -5%	i	4%	6%	?	-34%[inhibitor]	5.2%	11%	-2%
O=C(NNC(=O)c1ccc2c(=O)n3c(nc2c1)CCC3)c1ccc(F)cc1
    -5%	i	-4%	17%	-28%	-1%	-0.7%	6%	17%
CCOc1ncccc1C(=O)OC(C)C(=O)Nc1ccc(N2CCOCC2)cc1 (configuration not stated)
    6%	i	3%	6%	15%	6%	3.8%	.	-7%
COC(=O)COc1ccc(S(=O)(=O)N2CCCCC2)cc1[N+](=O)[O-]
    1%	?	4%	2%	12%	-7%	6.0%	1%	-4%
O=C(CCN1CCOCC1)NCc1ccccc1
    4%	i	11%	-16%	-16%	0%	0.3%	6%	12%
COc1ccccc1CNC(=O)Cn1c(-c2ccc(F)cc2)cc(C(C)=O)c1C
    10%	.	.	7%	?	.	-0.8%	.	.
Nc1c(-c2ccccc2)cnc2ncnn12
    -5%	i	6%[57.1 µM]	10%	-12%	0%	0.3%	24%	5%
CN(C)CCN(C)Cc1ccccc1Sc1cccc2ccccc12
    -12%	20µM*	4%	-110%	?	?	-0.1%	25µM*	5%
CCc1nnc(NS(=O)(=O)c2ccc(N/C=C\C(=O)c3ccc(F)cc3)cc2)s1
    -16%	i	-3%	7%	0%	1%	-0.8%	.	-19%

Reprinted from the part before: four entries, then new ones.
Every second line gives: A549 viability	S2 tox	EPAC2 antagonist	HepG2 tox	TGFb SMAD3 inh	MCF10A rereplic	Nrf2 activator	ATXN2 expr inh	Nrf2 inh
COc1ccccc1CNC(=O)Cn1c(-c2ccc(F)cc2)cc(C(C)=O)c1C
    10%	.	.	7%	?	.	-0.8%	.	.
Nc1c(-c2ccccc2)cnc2ncnn12
    -5%	i	6%[57.1 µM]	10%	-12%	0%	0.3%	24%	5%
CN(C)CCN(C)Cc1ccccc1Sc1cccc2ccccc12
    -12%	20µM*	4%	-110%	?	?	-0.1%	25µM*	5%
CCc1nnc(NS(=O)(=O)c2ccc(N/C=C\C(=O)c3ccc(F)cc3)cc2)s1
    -16%	i	-3%	7%	0%	1%	-0.8%	.	-19%
COc1ccc(Nc2oc(-c3ccc(F)cc3)nc2C#N)cc1
    -3%	i	3%	10%	-4%	?	11%	22%	12%
Cc1ccc(N2C(=O)C(CC(=O)Nc3ccc(F)cc3)N(CCC3=CCCCC3)C2=O)cc1 (configuration not stated)
    -12%	?	.	-34%	13µM*	.	-0.6%	?	-9%
CC(=O)COc1cccc2ccc(/C=C/c3ccc(Br)s3)nc12
    -20%	i	-21%	-16%	?	18µM*	?	.	?
COc1ccc(CCC(=O)Nc2ccc(OC)c(S(=O)(=O)N3CCCCC3)c2)cc1
    ?	i	2%	-4%	2%	11%	-0.5%	.	16µM*
O=C(c1cccc(S(=O)(=O)NCc2ccccc2)c1)N1CCN(c2ccc(F)cc2)CC1
    ?	i	9%	-7%	-11%	3%	0.4%	-6%	?
Cc1cc(C(=O)OCC(=O)NC2CCS(=O)(=O)C2)c2ccccc2n1 (configuration not stated)
    -2%	i	-22%	6%	?	-6%	-0.5%	-2%	2%
COc1ccc(Br)cc1/C=C/C(=O)NC(=S)Nc1ccc(CN2CCOCC2)cc1
    -1%	?	3%	-16%	-14%	-3%	13%	.	11%
COc1cccc(Oc2ccc(OC)cc2C(=O)O)c1
    -15%	i	-5%	-23%	-11%	0%	3.4%	18%	-24%
CCOc1ccc(C(C)NC(=O)Cc2ccccc2F)cc1OCC (configuration not stated)
    0%	i	5%	10%	21%	-3%	0.2%	-20%	-2%
COc1ccc(C2=NC(=O)NC2c2ccc(OC)cc2)cc1 (configuration not stated)
    2%	i	-7%	-8%	-20%	0%	0.6%	.	12%
Cc1ccc(OCCNCC(O)COc2ccccc2)cc1 (configuration not stated)
    7%	i	7%	-36%	-13%	-16%	3.2%	-23%	0%
CN1CCN(Cc2c(O)ccc3cc(Br)ccc23)CC1
    1%	i	0%	-19%	-5%	-3%	0.4%[9.22 µM]	-2%	-8%
CCSc1ccccc1C(=O)Nc1cc(OC)c(OC)c(OC)c1
    0%	i	5%	-19%	19%	8%	1.7%	.	-4%
Cc1occc1C(=O)N/N=C/c1ccc2c(c1)OCO2
    2%	i	3%	11µM*	0%	3%	-1.9%	?	?
COC(=O)C1(NC(=O)CNC(=O)OCc2ccccc2)CCCC1
    -11%	i	-18%	0%	8%	0%	-0.5%	3%	-17%
CC(C)CC(=O)Nc1cc2c3c(c1)C(C)C(=O)N3CCC2 (configuration not stated)
    14%	i	4%	-15%	-1%	-2%	2.8%	.	1%
CCOc1cc(-c2nc3cc(C)ccn3c2NCC2CCCO2)ccc1O (configuration not stated)
    7%	i	-7%	-33%	-2%	?	4.0%	-1%	-27%
O=[N+]([O-])c1ccccc1Sc1nccn1Cc1ccccc1
    -3%	i	-4%	11%	3%	8%	-0.1%	-11%	7%
COc1ccc(OC)c2c(C)cc(NCCN3CCOCC3)nc12
    -5%	i	8%	-4%	-15%	-5%	2.2%	-1%	1%
CCN(C(=O)Cn1nc(C)c([N+](=O)[O-])c1C)c1c(N)n(Cc2ccccc2)c(=O)[nH]c1=O
    -6%	i	-6%	-15%	6%	0%	0.3%	8%	13%
Cc1ccc(NC(=O)C2CCC(CNS(=O)(=O)c3ccc4c(c3)CCCC(=O)N4)CC2)cc1F (configuration not stated)
    -5%	i	.	-31%	-19%	.	5.4%	-25%	?
CCN1C(=O)c2cccc3c(NC(=O)c4ccc(S(=O)(=O)N5CCOCC5)cc4)ccc1c23
    -4%	i	-1%	-5%	36%	7%	9.3%	31%[activator]	?
COC(=O)c1cc2c(s1)-c1cc(F)ccc1OC2
    4%	.	13%	6%	3%	?	?	13%	21%
COC(OC)C1(C)C(C#N)=C(N)Oc2c1c(=O)oc1ccccc21 (configuration not stated)
    -1%	i	2%	-1%	0%	-2%	-2.1%	-5%	-3%
CCC(C)c1ccc2oc(-c3ccc(NC(=O)c4ncn[nH]4)cc3)nc2c1 (configuration not stated)
    0%	i	-7%	2%	-2%	?	0.2%	0%	-21%

Source: PubChem BioAssay
